Source: PubChem BioAssay
RORg inh = ROR gamma (mouse) transcription inhibition. P51450. Drosophila S2 Gal4-RORgamma UAS-luciferase reporter, 20 h. Potency, µM (highest dose often 53.6 µM), for inactives: top-dose activity change, negative = inhibition, usual class: inhibitors. 310,000 compounds, 5.4% hits. AID 2551; also: % is scaled to controls: 0 for no effect and ±100 for the full control effect; nearly all actives have a fitted effect of over 60% in size
Target sequence (P51450 whole entry, looked up, the tested form may be a part): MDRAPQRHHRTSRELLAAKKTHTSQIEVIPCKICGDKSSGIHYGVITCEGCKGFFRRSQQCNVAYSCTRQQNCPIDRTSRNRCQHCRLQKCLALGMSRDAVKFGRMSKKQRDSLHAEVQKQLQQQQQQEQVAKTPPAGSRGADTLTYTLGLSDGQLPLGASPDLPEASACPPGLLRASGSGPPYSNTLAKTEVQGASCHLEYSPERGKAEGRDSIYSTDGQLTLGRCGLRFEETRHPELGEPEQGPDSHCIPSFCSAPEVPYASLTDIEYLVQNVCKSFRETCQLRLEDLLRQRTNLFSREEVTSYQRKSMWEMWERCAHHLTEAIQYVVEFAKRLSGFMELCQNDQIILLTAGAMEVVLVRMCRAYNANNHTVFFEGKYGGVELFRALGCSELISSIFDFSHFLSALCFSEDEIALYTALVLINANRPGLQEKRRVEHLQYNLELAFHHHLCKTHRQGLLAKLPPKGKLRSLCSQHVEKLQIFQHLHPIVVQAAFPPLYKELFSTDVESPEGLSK
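Compounds are pin-transferred onto Drosophila Schneider cells expressing a copper-inducible Gal4–ROR gamma transactivation domain fusion. After 1 hr, copper sulfate is added to 700 uM final; luciferase is read 20 hr later.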
p53 reactivation = mutant p53 re-activation in reporter cells | H1299 p53-A138V BP100-luciferase reporter, luminescence, 24 h | Potency, µM (series often up to 92.2 µM), inactives show at the highest dose activity change, positive = activation, actives largely listed as activators | 320,000 compounds, 0.063% hits; also: % of control where 0% means no effect; nearly all actives have a fitted effect of over 45% in size
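H1299 (p53-null), stable ts p53-A138V + BP100-Luc; 1000 cells/well, Opti-MEM/10% FBS; cpd 4 pt, 1:5; 24 h, 37 deg C, 5% CO2; detection reagent 10 min RT; luminescence.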
NPC1 prom act = NPC1 promoter activation; Huh7 NPC1 promoter luciferase reporter, 24 h; Potency, µM (doses to about 9.22 µM), inactives show at the highest dose activation, actives largely listed as activators; AID 485313; 320,000 compounds, 2.4% hits;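 also: % of control where 0% means no effect; nearly all actives have a fitted effect of over 60% in size; reporter is driven by a mutant NPC1 promoter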
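Readout is luciferase luminescence, reflecting NPC1 promoter activation in stably transfected Huh7 cells after 24 h compound exposure at 37 °C in reduced-serum medium with 10% FBS.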
Rab9 promoter act = activates the Rab9 promoter; Huh7 Rab9 promoter-luciferase reporter, luminescence, 24 h; Potency, µM (top dose mostly 9.22 µM), inactives show top-dose activation, negative = inhibition, usual class: activators; AID 485297; 320,000 compounds, 2.8% hits; also: % of control where 0% means no effect; nearly all actives have a fitted effect of over 60% in size
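Measured in stably transfected Huh7 cells bearing a Rab9 promoter–luciferase construct: 24 h compound treatment at 37 °C, followed by luminescence detection.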
MBNL1-CUG inh = inhibitors of human MBNL1 binding to CUG repeat RNA; 280,000 compounds, 0.036% hits; Q9NR56; Potency, µM (series often up to 57.5 µM), inactives show top-dose activity change, negative = inhibition, hits mostly inhibitors; TR-FRET MBNL1-His/biotin-(CUG)12 binding, 665/545 ratio; active = well fitted inhibition curve with a large enough effect in the signal ratio, with a control signal flat, not every such curve was filed as active; inconclusive = small, poorly fitted or top-dose-only effect, or effect the other way, or a change in a side signal; inactive = no such curve, though single readings can be large or run the other way; the % refers to the signal ratio; also: % is scaled to controls: 0 for no effect and ±100 for the full control effect
Target sequence (Q9NR56 whole entry, looked up): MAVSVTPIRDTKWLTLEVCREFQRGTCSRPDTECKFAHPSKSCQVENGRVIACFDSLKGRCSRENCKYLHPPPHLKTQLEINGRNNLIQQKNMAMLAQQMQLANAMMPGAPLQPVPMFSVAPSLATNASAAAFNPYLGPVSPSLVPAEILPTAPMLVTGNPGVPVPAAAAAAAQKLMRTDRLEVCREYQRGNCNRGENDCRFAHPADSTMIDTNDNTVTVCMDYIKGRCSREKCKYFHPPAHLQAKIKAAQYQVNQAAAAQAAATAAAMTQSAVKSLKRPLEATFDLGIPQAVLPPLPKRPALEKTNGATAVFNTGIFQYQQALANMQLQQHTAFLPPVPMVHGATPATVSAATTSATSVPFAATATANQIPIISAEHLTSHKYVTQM
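Compound titration spanned 92 nM–58 uM against the MBNL1-His/biotin-(CUG)12 complex. After 60 min at room temperature with 5 nM streptavidin-XL665 and 0.055 ng/ul terbium anti-His, ratiometric 665/545 nm emission (Ex 340 nm) normalized to controls.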
FLuc modulator = counter-screen for miR-21 project: firefly luciferase inhibitors or activators; purified FLuc, Km substrates, luminescence inhibition; P08659; 360,000 compounds, 6.9% hits; Potency, µM (highest dose often 57.5 µM), inactives show at the highest dose activity change, negative = inhibition, hits mostly inhibitors;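 also: plate controls were vehicle for no effect and reference inhibitor for full effect; nearly all actives have a fitted effect of over 55% in size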
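Purified P. pyralis luciferase, 10 nM final, with Km-level 10 uM D-luciferin and 10 uM ATP in 50 mM Tris acetate pH 7.5, 10 mM Mg acetate, 0.01% Tween-20, 0.05% BSA; 6-point qHTS titration about 60 µM downward; luminescence read.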
ELG1 genotox = inducers of genotoxicity in HEK293T ELG1-luciferase cells. HEK293T ELG1-luciferase reporter, luminescence, 16 h. Potency, µM (titrated, usually from 46 µM), inactives show at the top dose activity change, positive = activation, actives largely listed as activators. 330,000 compounds, 1.3% hits. AID 504466; also: % of control where 0% means no effect; nearly all actives have a fitted effect of over 60% in size
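Genotoxicity was scored as increased ELG1-luciferase reporter signal, measured by ONE-Glo luminescence (30 min, room temperature). Compound or vehicle exposure of the HEK293T reporter cells lasted 16 hr at 37°C.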
uPA surface inh = cell surface uPA generation inhibition | 330,000 compounds, 0.31% hits | AID 540303 | cell surface uPA generation assay, qHTS | Potency, µM (series often up to 38.3 µM), for inactives: at the top dose activity change, negative = inhibition, usual class: inhibitors; active = well fitted inhibition curve with a large enough effect; inconclusive = small, poorly fitted or top-dose-only effect; inactive = no such curve, though single readings can be large or run the other way; tested in mouse RAW 264.7 cells; also: % is scaled to controls: 0 for no effect and ±100 for the full control effect; nearly all actives have a fitted effect of over 55% in size
BRCA1 expr act = activators of BRCA1 expression. 380,000 compounds, 1.1% hits. MCF7-BRCA1-FFLuc reporter, luminescence, 48 h; response scale: scaled: vehicle 0%, 10 µM genistein 100%. Potency, µM (titrated, usually from 46.1 µM), for inactives: top-dose activation, actives largely listed as activators; also: nearly all actives have a fitted effect of over 80% in size; some results filed as inactive show a strong effect at the top dose
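48 h compound treatment of MCF7-BRCA1-FFLuc cells (phenol-red free MEM, 37 °C), then 15 min with luciferase substrate and luminescence imaging.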
Gal4-VP16 FLuc = inhibits Gal4-VP16 luciferase reporter, ROR gamma counter-screen | Drosophila S2 Gal4-VP16 UAS-luciferase, luminescence, 20 h | 310,000 compounds, 3.5% hits | Potency, µM (top dose mostly 53.6 µM), for inactives: at the highest dose activity, negative = inhibition, actives largely listed as inhibitors;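 also: Gal4-VP16 expression switched on by copper sulfate through the metallothionein promoter; % is scaled to controls: 0 for no effect and ±100 for the full control effect; nearly all actives have a fitted effect of over 50% in size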
* hit, by the source's call; ? = inconclusive; nt = no result given; & = joins results of further samples; [ ] = remark or other dose. Unless noted, calls follow the shape of the dose curve; as a rule, active = well fitted curve in the direction sought with a large enough effect; inconclusive = small, poorly fitted or top-dose-only effect, or another doubt; inactive = no such curve, though single readings can be large; an effect the other way counts as inactive or inconclusive. Potency is read from the fitted curve at half-maximal effect.

| SMILES | RORg inh | p53 reactivation | NPC1 prom act | Rab9 promoter act | MBNL1-CUG inh | FLuc modulator | ELG1 genotox | uPA surface inh | BRCA1 expr act | Gal4-VP16 FLuc |
| --- | --- | --- | --- | --- | --- | --- | --- | --- | --- | --- |
| O=C(CCc1ccccn1)N1CCCC(CNS(=O)(=O)c2cccs2)C1 (stereo not drawn) | 0% | 4% | -4% | -3% | -13% | 0% | 0% | 7% | -9% | -5% |
| Cc1cc(C)c(NC(=O)CN(C)CC(=O)N(C)CC(=O)Nc2c(Cl)cccc2Cl)c(C)c1 | nt | 8% | -3% | -2% | nt | nt | -2% | -6% | 1% | nt |
| Cc1ccc(Nc2nc(C(=O)N3CCC(C(=O)NCc4ccccc4)CC3)cs2)cc1 | 34% | 5% | -1% | 0% | 0% | -16% | -9% | -13% | -8% | 25% |
| COc1ccc(S(=O)(=O)N2CCCCC2)cc1NC(=O)c1ccc2ccccc2n1 | 5% | -2% | 1% | -5% | nt | 2% | 0% | -1% | -16% | -1% |
| CCOC(=O)C1(Cc2cccc(OC)c2)CCN(Cc2cccc3c2OCO3)CC1 | 6% | -5% | -6% | 1% | -12% | -1% | -15% | 1% | -7% | 6% |
| CCOC(=O)C1=C(COC(=O)c2cccc(Br)c2)NC(=O)NC1C (stereo not drawn) | nt | 4% | 9% | 0% | nt | 2% | 2% | 14% | 22% | nt |
| Clc1ccc(N2CCN(/N=C/c3ccncc3)CC2)cc1 | -1% | -2% | -4% | -5% | nt | 0% | -9% | -3% | -26% | ? |
| Cc1ccc(NC2CCCN(C(=O)C3CCCCC3)C2)cc1C (stereo not drawn) | -45% | -22% | -3% | 13% | -2% | -4% | -12% | 16% | -19% | 6% |
| CC(C)c1c(O)nc(SCCN2CCOCC2)[nH]c1=O | -2% | 13% | -3% | -6% | -6% | 0% | 1% | -1% | 7% | -2% |
| CC(=O)c1cccc(OCC(=O)Nc2cc(S(=O)(=O)N3CCOCC3)ccc2N2CCCC2)c1 | nt | -4% | -1% | -10% | nt | -1% | -1% | -24% | -18% | nt |
| CC(C)C(NS(=O)(=O)c1ccccc1F)C(=O)N1CCc2ccccc2C1 (stereo not drawn) | -19% | 7% | -7% | -2% | -1% | 3% | -2% | 0% | -2% | 5% |
| CCOCCCNC(=S)N1CCN(CC)CC1 | -10% | 0% | -5% | -8% | -14% | 0% | 0% | -3% | -1% | 0% |
| CC(=O)N1CCN(C(=O)c2cccc(S(=O)(=O)NCc3ccccc3)c2)CC1 | nt | 17% | 1% | 1% | nt | 0% | -5% | 1% | 14% | nt |
| CCOc1ccccc1C(=O)Nc1cc(C)ccc1NC(=O)c1ccco1 | -14% | -6% | -6% | -1% | 2% | 5% | -12% | -7% | -18% | -5% |
| Cn1cc(CCNCc2cn[nH]c2-c2ccc(-c3ccccc3)cc2)cn1 | 32% | 4% | 2% | 21% | -5% | ? | 9% | 2% | -14% | -10% |
| Cc1ccc(NC(=O)CCNC(=O)c2ccco2)cc1Cl | 0% | 4% | -24% | 0% | -2% | -9% | 2% | 3% | 19% | 3% |
| CCCCC(=O)NNC(=S)NC(=O)c1ccc(C)cc1 | 4.5µM* | 9% | -1% | -1% | 6% | 0% | ? | 1% | -18% | 18µM* |
| COCc1cc(CNC(=O)C2CCC(=O)N(Cc3ccccc3OC)C2)[nH]n1 (stereo not drawn) | -9% | 11% | -2% | 0% | 4% | 4% | -4% | 3% | 4% | 3% |
| Cc1ccc(C)c(N2CC(O)(c3cccs3)[N+]3=C2CCCC3)c1 (stereo not drawn) | 5% | -2% | -9% | -9% | -8% | -2% | -12% | -1% | 29% | 4% |
| CC(=O)Nc1ccc(Nc2ncnc3c2cnn3-c2ccccc2)cc1 | 24% | 11% | ? | ? | -3% | -8% | 9% | nt | 74% | -11% |
| O=C(NCCn1cccn1)C1CCC(=O)N(CCc2ccc(Cl)cc2)C1 (stereo not drawn) | -1% | 1% | 1% | -6% | -7% | 1% | 3% | -1% | 4% | -9% |
| Cc1c(C(=O)c2cccc([N+](=O)[O-])c2)c2ccccn2c1CCC#N | -10% | -7% | 0% | -4% | ? | 0% | 0% | -6% | -6% | -6% |
| COC(=O)c1c(C(=O)OC)c(-c2cccc(C)c2)n2c1CS(=O)C2 (stereo not drawn) | 3% | -1% | -3% | 0% | -2% | -1% | 2% | 5% | -18% | -15% |
| CCCc1nn2c(=O)cc(CSCC(=O)Nc3nnc(C(C)C)s3)nc2s1 | -14% | 9% | -3% | 0% | -3% | 2% | -3% | 0% | 19% | -15% |
| O=C(CCC1CCCC1)Nc1cc(C(F)(F)F)ccc1N1CCOCC1 | nt | 13% | 3% | -1% | nt | -3% | 0% | 4% | -29% | nt |
| O=C(Nc1ccccc1-c1ccccc1)NC1CCN(C(=O)N2CCOCC2)CC1 | -4% | 10% | -3% | -2% | -7% | 0% | 1% | 0% | -4% | -4% |
| O=C(CSc1nc(=O)[nH]c2c1CCCC2)Nc1ccc(F)cc1F | nt | -7% | -4% | -7% | nt | 3% | 0% | 18% | 7% | nt |
| Cc1sc2ncn(CC(=O)NCCc3ccccc3)c(=O)c2c1C | 39% | -4% | 0% | -3% | -1% | -1% | -1% | 9% | -9% | -7% |
| CCCCCC(=O)N1CCN(CCN=CC2=C(O)CC(c3ccc(OC)cc3)CC2=O)CC1 (stereo not drawn) | -2% | 11% | 1% | 1% | -2% | 0% | -6% | -2%&4% | -7%&-11% | 0% |
| O=C(CCN1C(=O)c2ccccc2S1(=O)=O)Nc1cccc(F)c1 | nt | -2% | -1% | -1% | nt | 3% | -2% | 5% | 8% | nt |
| Cc1nnc(NC(=O)C2(c3ccccc3)CCOCC2)s1 | -23% | -4% | -4% | -7% | 0% | -1% | 1% | -6% | 0% | 7% |
| COC(=O)C1=C(C)NC(=O)NC1c1ccco1 (stereo not drawn) | -19% | -3% | -8% | -5% | -2% | -2% | 1% | 2% | 0% | -1% |
| CC(OC(=O)CN1C(=O)c2ccccc2C1=O)C(=O)N(C)c1ccccc1 (stereo not drawn) | nt | 8% | -2% | -5% | nt | -1% | 2% | 1% | 2% | nt |
| COc1ccc(/C=C/C(=O)NCCCc2ccccc2)cc1 | ? | 12% | -3% | -5% | nt | ? | -2% | 3% | -2% | 5% |
| NC(=O)c1ccc(NC(=O)COC(=O)CC(NC(=O)c2ccccc2Cl)c2ccccc2)cc1 (stereo not drawn) | ? | 3% | 0% | -3% | -1% | -14% | -1% | -4% | -18% | -2% |
| COc1ccccc1OCC(=O)NNc1c2ccccc2nc2ccccc12 | 1.6µM* | -4% | -28% | -34%[inhibitor] | ? | ? | -17% | -2% | -35% | 0.79µM* |
| COc1ccc2[nH]c3c(c2c1)CCN1C(=O)C(CC(=O)NCCC2=CCCCC2)C[C@H](C(=O)N2CCCCC2)[C@@]31C (stereo partly drawn) | nt | -3% | nt | nt | nt | nt | -4% | ? | 0% | nt |
| CNC[C@H]1Oc2c(NS(=O)(=O)c3ccc(F)cc3)cccc2C(=O)N([C@H](C)CO)C[C@@H]1C | nt | 15% | nt | nt | nt | nt | 0% | 5% | 9% | nt |
| COc1cccc(NC(=S)N(Cc2ccco2)C(C)c2ccco2)c1 (stereo not drawn) | ? | 9% | -4% | -6% | -2% | -3% | -5% | 1% | -30% | 18µM* |

Rewritten with two lines to a compound: part of the list above.
Second line of a record – RORg inh, p53 reactivation, NPC1 prom act, Rab9 promoter act, MBNL1-CUG inh, FLuc modulator, ELG1 genotox, uPA surface inh, BRCA1 expr act, Gal4-VP16 FLuc
> COc1ccccc1OCC(=O)NNc1c2ccccc2nc2ccccc12
→ 1.6µM*, -4%, -28%, -34%[inhibitor], ?, ?, -17%, -2%, -35%, 0.79µM*
> Cc1c(C(=O)c2cccc([N+](=O)[O-])c2)c2ccccn2c1CCC#N
→ -10%, -7%, 0%, -4%, ?, 0%, 0%, -6%, -6%, -6%

3 compounds already listed, ordered by the value under NPC1 prom act, rising.
structure,RORg inh,p53 reactivation,NPC1 prom act,Rab9 promoter act,uPA surface inh,BRCA1 expr act
COc1cccc(NC(=S)N(Cc2ccco2)C(C)c2ccco2)c1 (stereo not drawn),?,9%,-4%,-6%,1%,-30%
COc1ccc(/C=C/C(=O)NCCCc2ccccc2)cc1,?,12%,-3%,-5%,3%,-2%
Cc1sc2ncn(CC(=O)NCCc3ccccc3)c(=O)c2c1C,39%,-4%,0%,-3%,9%,-9%
